G9a block = G9a (human) methyltransferase inhibition; Q96KQ7; G9a H3K9 monomethylation, AlphaScreen, 2 h; Potency, µM (highest dose often 102 µM), for the others: at the highest dose activity, negative = inhibition, most hits filed as inhibitors; 350,000 compounds, 8.8% hits; note: potency is the fitted concentration of half-maximal effect; % is set by controls: 0 for no effect and ±100 for the full control effect; nearly all actives have a fitted effect of over 75% in size
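Enzyme 20 nM + cpd, 15 min RT; add b-H3K9 pep 500 nM / SAM 20 uM; 2 h RT; anti-H3K9me1 Ab 0.5 ug/mL + SA donor / anti-rabbit acceptor beads 20 ug/mL each, 10 min; AlphaScreen read.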
BAZ2B block = inhibitors of human BAZ2B bromodomain; AlphaScreen BAZ2B-H3K14Ac peptide displacement; Potency, µM (series often up to 114 µM), for inactives: at the top dose activity change, negative = inhibition, hits mostly inhibitors; 360,000 compounds, 4.4% hits; AID 504333; note: potency is the fitted concentration of half-maximal effect; % is set by controls: 0 for no effect and ±100 for the full control effect; nearly all actives have a fitted effect of over 60% in size
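BAZ2B 50 nM plus b-H3(5-23)K14Ac 50 nM, PBS pH 7.4/0.01% Tween-20, 30 min RT; compound added (max 110 uM), 30 min RT; streptavidin donor/Ni-chelate acceptor beads 10 ug/mL final, 20 min dark; AlphaScreen read.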
JMJD2A Tudor inh = blocks the human JMJD2A Tudor domain; AlphaScreen JMJD2A-Tudor / H3K4me3 peptide binding; Potency, µM (titrated, usually from 114 µM), for the others: at the highest dose activity change, negative = inhibition, hits mostly inhibitors; 390,000 compounds, 4.4% hits; AID 504339; note: potency is the fitted concentration of half-maximal effect; % is set by controls: 0 for no effect and ±100 for the full control effect; nearly all actives have a fitted effect of over 50% in size
RGS4 inh = blocks human RGS4-accelerated GTP hydrolysis; Potency, µM (series often up to 114 µM), inactives show top-dose activity change, negative = inhibition, hits mostly inhibitors; Transcreener GDP fluorescence polarization, RGS4-accelerated GTP hydrolysis; P49798; 390,000 compounds, 0.039% hits; AID 504845; note: potency is the fitted concentration of half-maximal effect; % is set by controls: 0 for no effect and ±100 for the full control effect; nearly all actives have a fitted effect of over 75% in size; some results filed as inactive show a strong effect at the top dose
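MLSMR compounds (23 nl, pin-transferred) preincubated 10 min at room temperature with a 500nM (2x) first reagent, then RGS4 at 900nM (2x) plus Transcreener GDP mix added; fluorescence polarization (620/688 nm) read before and after 90 min at 30 °C.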
12-LOX inh = blocks human arachidonate 12S-lipoxygenase. 580,000 compounds, 1.1% hits. Potency, µM (highest dose often 108 µM), for the others: at the top dose activity change, negative = inhibition, most hits filed as inhibitors. P18054. purified 12hLO, xylenol orange hydroperoxide absorbance; note: potency is the fitted concentration of half-maximal effect; % is set by controls: 0 for no effect and ±100 for the full control effect
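Hydroperoxide product was detected by ferrous iron/xylenol orange as the 573 to 405 nm absorbance ratio. Arachidonic acid at 40 uM (final) was turned over for 30 min at room temperature by 150 nM human 12hLO, pH 7.0 Hepes buffer, after 15 min compound preincubation.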
GLS inh = glutaminase GLS (human) inhibition; GLS enzymatic activity, qHTS titration; 410,000 compounds, 0.21% hits; Potency, µM (highest dose often 45.5 µM), for inactives: at the top dose activity change, negative = inhibition, hits mostly inhibitors; AID 624170; O94925; note: potency is the fitted concentration of half-maximal effect; % is set by controls: 0 for no effect and ±100 for the full control effect
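Enzyme dispensed in phosphate buffer (45 mM, pH 8.2, 0.02% Tween-20), compounds pinned in, then 1 mM L-glutamine solution and the glutamate oxidase–HRP–Amplex Red mix added; fluorescence read immediately and again after 30 min at room temperature.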
PI4K2A block = PI4K2A (human) kinase inhibition; Q9BTU6; 420,000 compounds, 0.13% hits; purified PI4K2A, ADP-Glo luminescence, 1 h; stronger effect = lower value; activity change, negative = inhibition, % at 76.9 µM; AID 1346378; in the data active = activity change below about -50%; inconclusive = mostly about -30% to -49%;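 note: -100% = wells without enzyme as full effect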
Target sequence (Q9BTU6 whole entry, looked up): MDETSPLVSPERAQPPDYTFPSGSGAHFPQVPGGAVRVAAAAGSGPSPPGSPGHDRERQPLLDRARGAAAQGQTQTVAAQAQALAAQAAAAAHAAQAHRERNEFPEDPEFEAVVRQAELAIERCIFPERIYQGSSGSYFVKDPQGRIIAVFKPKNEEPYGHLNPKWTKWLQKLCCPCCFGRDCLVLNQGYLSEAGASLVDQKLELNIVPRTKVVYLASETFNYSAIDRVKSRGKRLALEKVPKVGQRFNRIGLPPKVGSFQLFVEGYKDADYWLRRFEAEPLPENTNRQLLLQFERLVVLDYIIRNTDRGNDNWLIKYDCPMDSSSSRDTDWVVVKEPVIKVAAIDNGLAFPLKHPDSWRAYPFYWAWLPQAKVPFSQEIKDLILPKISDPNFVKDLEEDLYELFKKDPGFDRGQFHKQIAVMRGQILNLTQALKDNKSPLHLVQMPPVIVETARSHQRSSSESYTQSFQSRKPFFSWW
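ADP-Glo luminescence measured ADP generated by PI4K2A enzyme (4 ug/mL before mixing) with 1.2 mM PI substrate (pre-mix) and 300 microM ATP (pre-mix). Tris pH7.5 buffer with MgCl2, Triton X-100; 1 h reaction at ambient temperature.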
ERG-DNA inh = blocks human ERG Ets domain binding to DNA | 370,000 compounds, 0.028% hits | fluorescence polarization, His-ERG Ets domain / labelled DNA | AID 624246 | Potency, µM (top dose mostly 76.9 µM), for inactives: top-dose FP activity, negative = inhibition, most hits filed as inhibitors; active = well fitted inhibition curve with a large enough effect in the polarisation, with a control signal flat; inconclusive = small, poorly fitted or top-dose-only effect, or effect the other way, or a change in a side signal; inactive = no such curve, though single readings can be large or run the other way; the % refers to the polarisation;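 note: polarization taken with two DNA probes labelled with fluorescein and Texas red; potency is the fitted concentration of half-maximal effect; % of control where 0% means no effect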
Target sequence (P11308 whole entry, looked up, the tested form may be a part): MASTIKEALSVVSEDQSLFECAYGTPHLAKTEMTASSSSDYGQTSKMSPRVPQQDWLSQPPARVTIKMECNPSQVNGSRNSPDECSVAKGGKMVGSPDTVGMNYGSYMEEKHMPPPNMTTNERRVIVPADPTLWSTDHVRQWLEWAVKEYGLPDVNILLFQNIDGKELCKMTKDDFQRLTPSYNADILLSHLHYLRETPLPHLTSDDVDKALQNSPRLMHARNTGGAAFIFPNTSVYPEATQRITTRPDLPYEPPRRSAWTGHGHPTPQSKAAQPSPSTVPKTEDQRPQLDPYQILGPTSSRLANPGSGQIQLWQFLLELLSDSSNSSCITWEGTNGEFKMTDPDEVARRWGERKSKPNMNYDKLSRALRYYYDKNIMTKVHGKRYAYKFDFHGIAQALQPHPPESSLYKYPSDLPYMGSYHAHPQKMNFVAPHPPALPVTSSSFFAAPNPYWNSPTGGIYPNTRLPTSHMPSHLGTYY
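His-tagged ERG Ets domain (1 uM in the protein solution; 300mM KCl, 50mM Tris-HCl, 1mM EDTA, 1mM DTT, pH 7.5) received compound, then a probe mix of 5 nM fluorescein-DNA and 100nM Texas-615-DNA. Fluorescence polarization was read for both dyes.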
HP1b chromo inh = inhibitors of HP1-beta chromodomain binding to methylated histone tails; 390,000 compounds, 0.56% hits; Potency, µM (series often up to 114 µM), inactives show at the top dose activity change, negative = inhibition, usual class: inhibitors; P83916; AlphaScreen HP1-beta / biotin-H3K9me3 peptide binding; note: potency is the fitted concentration of half-maximal effect; nearly all actives have a fitted effect of over 70% in size; inactives centre near 23
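HP1-beta protein (50 nM final) preincubated 30 min at room temperature with biotinylated H3(1-18)K9me3 peptide (50 nM) in PBS pH 7.4, 0.01% Tween-20, then compound added for 30 min. AlphaScreen streptavidin donor/nickel chelate acceptor beads (10 ug/mL final), 30 min dark, luminescence read.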
Active calls of the source: *; ? = inconclusive; · = no result given; & = joins results of further samples; [ ] = remark or other dose. Unless noted, calls come from the whole dose curve; as a rule, active = well fitted curve in the direction sought with a large enough effect; inconclusive = small, poorly fitted or top-dose-only effect, or another doubt; inactive = no such curve, though single readings can be large; an effect the other way counts as inactive or inconclusive. A portion of the library, so the mix of outcomes need not match the whole.

Structure | G9a block | BAZ2B block | JMJD2A Tudor inh | RGS4 inh | 12-LOX inh | GLS inh | PI4K2A block | ERG-DNA inh | HP1b chromo inh
CCC(C)NC(=O)N[C@@H](CCSC)C(=O)OC (stereo partly drawn) | 23%[59 µM] | 8% | 4% | 7% | 24% | -1% | 6 | -7% | 19%
CCn1c(=O)n(CC)c2cc(N3CCCC3)c(NC(=O)c3c(F)cccc3F)cc21 | ? | ? | 7% | 21% | -25% | -14% | 0 | 4% | 20%
C=CCC[C@@H](Cc1ccc(F)cc1)C(=O)OC[C@@H](Cc1ccccc1)NC(=O)[C@H](CC=C)CC(=O)NCCO | · | · | -13% | 8% | 18% | -2% | 0 | -1% | 22%
O=C(CCn1cccc1)NCCc1ccc(Cl)cc1 | -1%[59 µM] | ? | -26% | -24% | ? | 9% | 7 | 8% | 8%
COCCCN1C(=O)C(=O)/C(=C(/O)c2ccc(S(=O)(=O)N3CCOCC3)cc2)C1c1ccc(Cl)cc1 (stereo not drawn) | · | ? | 1% | 4% | ? | 5% | 1 | -2% | 32%
Cc1nn(-c2ccccc2)c2sc(C(=O)Nc3ccc(Cl)cc3Cl)cc12 | -65%[59 µM] | 3% | -22% | 6% | -7% | 3% | 4 | -1% | 9%
COc1cccc(C(=O)c2c(C)c(CCC#N)n3ccccc23)c1 | -1%[12.7 µM] | ? | -34% | -9% | -29% | 5% | -1 | 1% | 11%
COc1ccc2nc(NC(=O)CSc3nnc(-c4ccoc4C)n3C)sc2c1 | -9% | -6% | -3% | -42% | 0% | -19% | -2 | -3% | 19%
Cc1ccc(Nc2nc3ccccc3nc2-n2nc(C)cc2C)c(Cl)c1 | 156%[activator][59 µM] | 59%[activator] | 51%[activator] | -3% | -4% | 5% | 3 | -3% | 155%[activator]
Cc1cc(C)c(OCC(=O)N(C)CC(=O)Nc2ccc(N3CCOCC3)cc2)c(C)c1 | ? | -34% | -19% | 2% | 1% | 18% | -4 | -4% | 10%
COc1ccc(NC(=O)C2CCCN2C(=O)Nc2ccc(OC)cc2)cc1 (stereo not drawn) | -3% | 3% | -1% | 2% | 15% | 2% | 0 | -1% | 31%
CCN(CC(=O)Nc1c(F)cccc1F)C(=O)c1ccc(S(=O)(=O)NCc2ccco2)cc1 | -29% | 1% | -1% | -11% | -3% | -12% | -2 | -2% | 14%
CC(C)Oc1ccc(Br)cc1C(=O)N/N=C/c1c[nH]c2ccccc12 | 30% | -13% | -16% | -24% | 0% | 2% | 4 | 6% | 69%[activator]
CCOc1ccc2nc(/N=C/c3c(C)[nH]n(-c4ccccc4)c3=O)sc2c1 | 25µM* | 0% | -14% | -4% | 15% | 20% | 1 | · | ?
O=c1c2[nH]c3ccc(Cl)cc3c2ncn1CCN1CCCCC1 | 9% | -8% | -12% | 4% | 0% | -4% | 1 | -2% | 30%
COc1cc(OC)c(OC)cc1CCC(C)NCCC(c1ccccc1)c1ccccc1 (stereo not drawn) | -3%[2.33 µM] | 13µM* | 45µM* | -5% | · | 2% | -4 | -1% | ?
CCOc1ccc(C(=O)N2CCC(C(=O)c3ccc4c(c3)OCCO4)CC2)cc1 | -12%[59 µM] | -5% | -27% | 14% | 12% | -6% | -3 | -2% | 14%
COc1cccc(NC(=O)CN(C)C(C)C(=O)Nc2ccc(S(=O)(=O)N3CCOCC3)cc2)c1 (stereo not drawn) | ? | -1% | 1% | -14% | -11% | 0% | -3 | -5% | 47%[activator]
COc1cc(OC)c2c(c1)OC(=O)CC2c1ccc2c(c1)OCO2 (stereo not drawn) | ? | · | -27% | 20% | ? | -1% | 2 | 14% | 18%
O=C(CCl)Nc1ccc(S(=O)(=O)Nc2nccs2)cc1 | 3% | -19% | -20% | 15% | -15% | -13% | 2 | 13% | -11%
N#Cc1nc(-c2ccc(F)cc2)oc1NCc1ccco1 | 5% | -36% | -13% | 19% | ? | 5% | -3 | 3% | 22%
CSCCC(NC(=O)C1CCCCC1)c1nc2ccccc2[nH]1 (stereo not drawn) | · | -19% | -21% | 7% | 0% | 6% | 6 | -5% | -9%
CCc1cccc(NC(=O)CSc2ncccc2C(=O)Oc2ccccc2Cl)c1 | ? | -17% | -12% | -7% | -25% | 3% | 4 | 1% | 40%[activator]
C=CCSc1nnc(-c2sc(-c3ccccc3)nc2C)n1C | 13%[59 µM] | -1% | 8% | -30% | 5% | · | 6 | 10% | 42%[activator]
Cc1ccc(C2N(c3cccc(Cl)c3)C(=O)N3CCCN23)cc1 (stereo not drawn) | · | 2% | -4% | -2% | 283%[activator] | 1% | 4 | 15% | 56%[activator]
O=[N+]([O-])c1ccc(Cc2ccccn2)c([N+](=O)[O-])c1 | · | · | -17% | 10% | -66% | 6% | -1 | -4% | 9%
COc1cc(OC)cc(-c2nc3ccccc3c(=O)n2OC(=O)c2ccccc2C)c1 | 2% | -38% | -11% | -22% | -11% | 4% | 3 | 2% | 22%
CCCn1c(=O)c(C(=O)NCc2cccnc2)c(O)c2ccccc21 | 6%[59 µM] | -3% | -17% | 4% | -4% | 9% | -1 | · | 7%
COc1ccc(C(=O)/C=C/Nc2ccc(S(=O)(=O)Nc3nc(C)cc(C)n3)cc2)cc1OC | ? | ? | -7% | -27% | -21% | -3% | -10 | 9% | 37%
COC(=O)c1ccc([C@H]2Nc3ccc(S(=O)(=O)Nc4ccc(C)cc4)cc3[C@H]3C=CC[C@H]32)cc1 | 3.5µM* | ? | ? | -8% | ? | 4% | -6 | 0% | -11%

Whole records from above. Order of screens: G9a block	BAZ2B block	JMJD2A Tudor inh	RGS4 inh	12-LOX inh	GLS inh	PI4K2A block	ERG-DNA inh	HP1b chromo inh
CCc1cccc(NC(=O)CSc2ncccc2C(=O)Oc2ccccc2Cl)c1 is entered as ?	-17%	-12%	-7%	-25%	3%	4	1%	40%[activator]
CSCCC(NC(=O)C1CCCCC1)c1nc2ccccc2[nH]1 (stereo not drawn) is entered as ·	-19%	-21%	7%	0%	6%	6	-5%	-9%

4 entries from above, sorted by formula weight, low to high:
Structure | G9a block | BAZ2B block | JMJD2A Tudor inh | RGS4 inh | 12-LOX inh | GLS inh | PI4K2A block | ERG-DNA inh | HP1b chromo inh
N#Cc1nc(-c2ccc(F)cc2)oc1NCc1ccco1 | 5% | -36% | -13% | 19% | ? | 5% | -3 | 3% | 22%
C=CCSc1nnc(-c2sc(-c3ccccc3)nc2C)n1C | 13%[59 µM] | -1% | 8% | -30% | 5% | · | 6 | 10% | 42%[activator]
COc1ccc(C(=O)/C=C/Nc2ccc(S(=O)(=O)Nc3nc(C)cc(C)n3)cc2)cc1OC | ? | ? | -7% | -27% | -21% | -3% | -10 | 9% | 37%
COC(=O)c1ccc([C@H]2Nc3ccc(S(=O)(=O)Nc4ccc(C)cc4)cc3[C@H]3C=CC[C@H]32)cc1 | 3.5µM* | ? | ? | -8% | ? | 4% | -6 | 0% | -11%

Following part:
Structure | G9a block | BAZ2B block | JMJD2A Tudor inh | RGS4 inh | 12-LOX inh | GLS inh | PI4K2A block | ERG-DNA inh | HP1b chromo inh
COc1ccc(-c2cc(C(=O)NN3CCOCC3)c3ccccc3n2)cc1OC | 10% | -1% | -6% | 11% | 3% | 31%[activator] | 6 | 8% | 29%
COCc1cc(=O)[nH]c(N2CCN(C(=O)c3ccco3)CC2)n1 | 9% | -1% | -3% | 12% | 3% | 3% | -3 | 40%[activator] | 25%
COc1ccc(NC(=O)COC(=O)CNS(=O)(=O)/C=C/c2ccccc2)cc1OC | 17%[12.7 µM] | -4% | -12% | 16% | -5% | -3% | -7 | -6% | 30%
COc1cc(OC)c2c(-c3ccccc3)cc(=O)oc2c1C(CCN1CCCC(C)C1)c1ccc(N(C)C)cc1 (stereo not drawn) | ? | 16µM* | 11µM* | -4% | -25% | 9% | 0 | 2% | ?
CCOc1cc(C(C(=O)NCC2CCCO2)N(C(=O)Cn2nnc3ccccc32)c2cccc(OC)c2)ccc1O (stereo not drawn) | -7% | 7% | ? | -27% | -26% | -14% | 0 | 9% | 6%
Cc1ccccc1-n1nnnc1SCC(=O)Nc1ccc(S(=O)(=O)N2CCCC2)cc1 | ? | 1% | -23% | -1% | 5% | 3% | -2 | -3% | 27%
COc1cccc(NC(=O)CN(C)C(=O)C2CC3C=CC2C3)c1 (stereo not drawn) | · | · | -2% | 3% | 2% | -5% | 1 | 10% | 32%
CC1=Nc2ccc(C)cc2/C1=C/c1c(N)n2oc(C)cc2nc1=O | 4% | -16%&-2% | -13%&-19% | -2%&7% | 0%&-18% | 8%&9% | 0&-5 | ? | 7%&24%
COc1ccc(S(=O)(=O)NC(C)C(=O)NCc2ccc3c(c2)OCO3)cc1OC (stereo not drawn) | -4% | -13% | -8% | -29% | -11% | 8% | -3 | -1% | 47%[activator]
